RMI FANCM FP: disruptors of RMI1/RMI2 association with MM2 peptide – biochemical, fluorescence polarization, human, primary screen. RMI core complex (RMI1/RMI2) binding to FANCM MM2 peptide, human. RMI core complex with F-MM2 peptide; active compounds read low. FP signal (polarization) at 33 µM. hit rate 0.58% among 70,000. AID 1159607, 2016; in the data active means FP signal below about 40; further: inactives centre near 61; strong numbers were not always called active; unit not given here
An asterisk follows results filed as active; & = joins results of further samples. Only part of the results is shown, so the mix of outcomes need not match the whole.

Start of the data: the first six records as a preview:
SMILES | RMI FANCM FP
CC(=O)N1CCN(C2=NC(=O)/C(=C\c3ccc(O)c([N+](=O)[O-])c3)S2)CC1 | 64
Clc1ccc2nc(NCc3cccnc3)sc2c1 | 67
Cc1cccc(S(=O)(=O)Nc2ccc3c(c2)OCC(C)(C)C(=O)N3CCC(C)C)c1 | 65
O=C1CCC(=O)N1CN(Cc1cccs1)CN1C(=O)CCC1=O | 52
COc1cccc(C(=O)Nc2nnc(-c3cc4cccc(OC)c4o3)o2)c1OC | 57
CC(C)(C)c1cc2nc3c(c(=O)n2[nH]1)CN(Cc1ccccc1)C3=O | 53

This part in full (from the top)
SMILES | RMI FANCM FP
CC(=O)N1CCN(C2=NC(=O)/C(=C\c3ccc(O)c([N+](=O)[O-])c3)S2)CC1 | 64
Clc1ccc2nc(NCc3cccnc3)sc2c1 | 67
Cc1cccc(S(=O)(=O)Nc2ccc3c(c2)OCC(C)(C)C(=O)N3CCC(C)C)c1 | 65
O=C1CCC(=O)N1CN(Cc1cccs1)CN1C(=O)CCC1=O | 52
COc1cccc(C(=O)Nc2nnc(-c3cc4cccc(OC)c4o3)o2)c1OC | 57
CC(C)(C)c1cc2nc3c(c(=O)n2[nH]1)CN(Cc1ccccc1)C3=O | 53
CC(=O)c1sc(SCCS(=O)(=O)c2ccccc2)c2c1CC(C)(C)CC2=O | 53
COc1ccc(N2CCN(CCNC(=O)C(C)(C)C)CC2)cc1 | 65
CC(=O)Nc1ccccc1OS(=O)(=O)c1cc(Br)ccc1C | 55
CSc1cccc(NC(=O)Cn2cccc(-c3nc(-c4ccc(Cl)cc4)no3)c2=O)c1 | 188
O=C(NNc1c(Cl)cncc1Cl)c1cc2ccccc2s1 | 56
COc1ccccc1OCC(=O)Nc1ccc2c(c1)CN(C(=O)C1CC1)CC2 | 71
COc1ccc(Nc2nc(Nc3ccc(OC)cc3)nc(N3CCN(c4nc(Cl)nc(N(c5ccccc5)c5ccccc5)n4)CC3)n2)cc1 | 62
CCc1ccc(-c2cc3c(=O)n(Cc4ccc(Cl)cc4)ccn3n2)cc1 | 69
COc1ccc(OC)c(NC(=S)NC(C)C(c2cccs2)N2CCOCC2)c1 (centres undefined) | 61
O=C(O)CCC(CNS(=O)(=O)c1ccc(Cl)cc1)C(F)(F)F (centres undefined) | 61
O=C(O)CC1(CC(=O)Nc2cccc3nonc23)CCCCC1 | 53
CCc1ccc2nc(N(Cc3ccccn3)C(=O)c3cc(C)nn3CC)sc2c1 | 64
O=c1ccc(-c2ccco2)nn1CCCNS(=O)(=O)c1cccnc1 | 68
COc1ccc(N=Cc2ccc(N(C)C)c(C#N)c2)cc1 | 54
O=C(CN1CCCCC1)Nc1sc2c(c1C(=O)Nc1ccc(F)cc1)CCCC2 | 70
O=C(NN1CCOCC1)c1csc2nc(-c3ccc(F)cc3)cn12 | 64
Nc1cccnc1Oc1ccccc1F | 58
Cc1ccc2c(c1)c1c(n2CCC#N)C(=O)CCC1 | 48
NNC(=S)NCc1ccc(F)cc1 | 58
SMILES | RMI FANCM FP
CCOC(=O)c1ccc2nc(NC(=O)/C=C/c3ccccc3Cl)sc2c1 | 62
CC(C)CCN1C(=O)C(C)(C)COc2ccc(NS(=O)(=O)C3CCCCC3)cc21 | 81
Cc1cc(S(=O)(=O)NCc2ccccn2)c(Cl)cc1Cl | 61
CCc1c(C)nc(SCc2cc(OC)cc(OC)c2)[nH]c1=O | 54
O=C(Nc1ccc2c(c1)CN(C(=O)c1cccs1)CC2)C1CCCC1 | 67
COc1ccc(C(=O)N/N=C/c2coc3ccccc3c2=O)cc1 | 49
CSc1sc(C#N)c(C)c1-c1ccn(S(=O)(=O)c2ccc(Cl)cc2)n1 | 56
CSc1nc2ccc(NC(=O)c3c(-c4ccccc4)noc3C)cc2s1 | 61
COc1ccc(OC)c2sc(N3CCN(C(=O)c4ccn(C)n4)CC3)nc12 | 69
CCOC(=O)N/N=C\c1sc2ccc(Cl)cc2c1C | 58
Cc1cc(NC(=O)c2cc3ccccc3oc2=O)n(C)n1 | 68
Nc1c(C(=O)NC2CCCCC2)sc(=S)n1-c1ccccc1F | 67
Clc1ccc(-c2csc3ncnc(SCc4ccc5c(c4)OCO5)c23)cc1 | 77
COC(=O)c1ccc(NC(=O)CN(C)S(=O)(=O)c2cccc3cnccc23)cc1 | 55
COc1cc(C#N)c(OC)cc1Cl | 58
COc1ccc(NC(=O)C(=O)NCC2CCN(Cc3cccs3)CC2)cc1OC | 69
Cn1c(=O)c2c(nc(N/N=C\c3cccc(O)c3)n2Cc2ccccc2Br)n(C)c1=O | 93
COc1ccc(S(=O)(=O)CCC(=O)Nc2nc(-c3ccc(Cl)s3)cs2)cc1 | 130
O=C(CSc1nc(-c2cccc([N+](=O)[O-])c2)cs1)N1CCOCC1 | 72
Cc1ccc2cc(NC(=O)C3CC(=O)N(Cc4ccc(F)cc4)C3)ccc2n1 (centres undefined) | 59&61
CCOC(=O)c1ccc(NC(=O)CSc2nc3[nH]ncc3c(=O)[nH]2)cc1 | 55
COC(=O)c1c(C)[nH]c(C)c1/C=C(\C#N)C(=O)c1cccs1 | 49
COC(NC(=O)c1ccc(Cl)cc1)C(Cl)Cl (centres undefined) | 62
COc1ccc(NC(=O)Cn2cccc(-c3nc(-c4ccc(Cl)cc4)no3)c2=O)cc1OC | 124
Cc1sc2ncnc(SCC(=O)c3cc(C)n(-c4ccc(F)c(Cl)c4)c3C)c2c1C | 60
SMILES | RMI FANCM FP
O=C(NCCCn1nc(-c2ccncc2)ccc1=O)Nc1ccc(F)c(F)c1 | 65
CCOC(=O)c1ccc(S(=O)(=O)Nc2ccc3nc(C)n(-c4ccc(OC)cc4)c(=O)c3c2)cc1 | 56
CC(C)C(Br)C(=O)Nc1cccc2ccccc12 (centres undefined) | 75
C=C1COC(=O)N1c1ccccc1[N+](=O)[O-] | 54&48
COC(=O)Nc1nc2ccc(C(=O)c3cccs3)cc2[nH]1 | 72&53
O=c1[nH]c(SCc2nc(-c3cccc(Cl)c3)no2)nc2ccsc12 | 72
CS(=O)(=O)N1CCSC1c1cccc(Cl)c1 (centres undefined) | 62
Cn1nccc1C(=O)Nc1nccs1 | 66
CCOc1ccc2nc(N(Cc3ccncc3)C(=O)Cc3ccc(F)cc3)sc2c1 | 67
NC[C@@H]1O[C@H](C23CC4CC(CC(C4)C2)C3)Cc2c1ccc(O)c2O | 72
COc1ccc2nc(N)sc2c1 | 60
O=C(Nc1ccc(F)c(F)c1)N1CCN(c2ccc(-c3ccco3)nn2)CC1 | 70
Nc1ncnc2c1cnn2-c1ccccc1 | 57
COc1ccc(CNCc2cc(OC)c(OC)c(OC)c2)cc1 | 56
C=CCn1c(SCC(=O)Nc2sccc2C#N)nc2scc(-c3ccc(C)o3)c2c1=O | 83
COC(=O)c1sccc1S(=O)(=O)N1CCN(C2c3ccccc3-c3ccccc32)CC1 | 56
COc1ccc(N2CCN(CCNC(=O)C(=O)Nc3ccc(F)c(Cl)c3)CC2)cc1 | 65
CC(=O)c1ccc(OCCOc2ccc(C#N)cc2)cc1 | 61
Cc1ccc(C(=O)Nc2ncc(S(=O)(=O)c3ccc([N+](=O)[O-])cc3)s2)cc1 | 68
CCOC(=O)c1nn(-c2ccc(C)cc2)c(=O)cc1OCc1ccc(Br)cc1 | 101
O=C(Cc1ccc(-c2ccccc2)cc1)NCCn1ncccc1=O | 62
COCC(=O)Nc1ccc2c(c1)CN(C(=O)C(C)C)CC2 | 69
COc1ccc(N2CCN(Cc3nc4c(c(=O)n(C)c(=O)n4C)n3Cc3ccccc3Cl)CC2)cc1 | 58
COc1ccc(CCNC(=O)CSc2ccc3nnc(-c4ccccn4)n3n2)cc1OC | 56
O=S(=O)(Nc1ccc(N2CCCS2(=O)=O)cc1)c1ccc2c(c1)OCCO2 | 64
SMILES | RMI FANCM FP
CCC(CC)c1nnc(NC(=O)C=C(C)C)s1 | 70
C/C(=C/C(=O)O)C(=O)Nc1ccccc1F | 58
Cc1cc(OS(=O)(=O)c2cccc(S(=O)(=O)Oc3ccc(Cl)c(C)c3)c2)ccc1Cl | 51&63
Cc1ccc(S(=O)(=O)N=S(CC2CC2(Cl)Cl)c2ccccc2)cc1 (centres undefined) | 60
CC(C)Cc1ccc(C(=O)/C=C/c2cccc([N+](=O)[O-])c2)cc1 | 54
COc1ccc(S(=O)(=O)Nc2cccnc2Oc2ccc(C)c3c2CCC3)cc1OC | 51
COC(=O)c1ccc(COc2cc(=O)n3cccc(C)c3n2)o1 | 62
O=C(NCCOc1ccc2c(c1)OCO2)C1c2ccccc2Oc2ccccc21 | 83
O=C(COC(=O)c1cc2ccccc2o1)c1ccc(Br)cc1 | 64
O=C(CS(=O)(=O)c1ccc(Cl)s1)Nc1ccc2c(c1)OCCO2 | 63
N#CCCN1C(=O)CSC1=O | 63
CCOC(=O)c1sc(NC(=O)C2CCN(S(C)(=O)=O)CC2)nc1C | 65
CC1(C)CCc2cc(/C=N\NC(=O)c3ccc(Cl)cc3)ccc2O1 | 53
CC(=O)c1cccc(NC(=O)c2ccn(C)n2)c1 | 68
CSC1=NC(C)(C)CCC(C)(C)N1 | 61&54
O=C(N=Nc1c(O)[nH]c2ccccc12)c1cccc(I)c1 | 62
Cc1ccc(-c2csc3c(=O)n(C)c(SCC(=O)NCc4ccccc4Cl)nc23)cc1 | 84
O=C(c1cccs1)N1CCc2ccc(NS(=O)(=O)c3ccc(Cl)s3)cc21 | 69
Cc1nn(C2CCS(=O)(=O)C2)c2nc(-c3cccs3)cc(C(=O)NCCC3=CCCCC3)c12 (centres undefined) | 79
COC(=O)c1nccnc1N | 59
Cc1cc(C)c(S(=O)(=O)N(C)c2ccc(Cl)cc2)cc1N(C)S(=O)(=O)c1ccccc1 | 68
CCn1cc(C(=O)N2CCN(Cc3cc(C)ccc3C)CC2)c2nn(-c3ccccc3)c(=O)c-2c1 | 64
Cc1cc(NC(=O)c2ccc(F)c(F)c2)n(-c2nc3c(cnn3-c3ccc(Cl)cc3)c(=O)[nH]2)n1 | 63
COc1ccc(N2CCN(S(=O)(=O)CCNC(=O)C3CC(=O)N(c4ccccc4)C3)CC2)cc1 (centres undefined) | 56
CC(=O)Nc1sc(C(C)=O)cc1C(=O)O | 54
SMILES | RMI FANCM FP
CN(C)c1ccc(CCNC(=O)c2cccs2)cc1 | 72
O=C(Nc1ccc(OCc2ccccc2)cc1)c1cc([N+](=O)[O-])cc([N+](=O)[O-])c1 | 58
CC(=O)Nc1ccc(OCC(O)CN2CCN(CCO)CC2)cc1 (centres undefined) | 55
CCCSc1nc(NCCOC)c2cnn(CCNC(=O)c3ccco3)c2n1 | 56
Cc1ccccc1CSc1ncc(C(=O)Nc2ccc(F)cc2)c(=O)n1C | 55
Cc1onc(-c2ccccc2)c1-c1csc(CS(=O)(=O)C(C)(C)C)n1 | 45
CN(C)c1cc(-c2cccc([N+](=O)[O-])c2)oc(=O)c1Cl | 63
CCOC(=O)/C=C/C(=O)Nc1ccc(S(=O)(=O)N(C)c2ccccc2)cc1 | 64
CCOC(=O)c1ccc(-n2nnc(/C=C/C=C/N3CCOCC3)n2)cc1 | 56
O=C(CN1C(=O)c2ccccc2C1=O)NCc1nnnn1-c1ccc(Cl)cc1 | 57
CN(C)/C=C(\C#N)S(=O)(=O)c1ccsc1 | 53
O=C(Nc1ccc2c(c1)N(C(=O)c1ccco1)CC2)c1cc2ccccc2oc1=O | 67
COc1ccc(OC)c(-n2c(CNC(=O)c3c(F)cccc3Cl)nnc2SCC(=O)N2CCCc3ccccc32)c1 | 64
COC(=O)c1ccc(NC(=O)C2CCN(c3ccc(-c4ccco4)nn3)CC2)cc1 | 62
O=C(CC(C(=O)O)N1CCNCC1)Nc1ccc2ccccc2c1 (centres undefined) | 58
CCN(C(=O)COc1ccc(C(C)C)cc1)C1CCS(=O)(=O)C1 (centres undefined) | 54
COc1ccc(NC(=O)CS(=O)(=O)c2cccs2)cc1Cl | 63
N#Cc1cnc(N(Cc2ccccc2)Cc2ccccc2)nc1N | 60
CCSC(N)=Nc1ccc(C(F)(F)F)cc1 | 50
Fc1ccc(-c2noc(-c3cn[nH]c3-c3ccccc3)n2)cc1 | 104
Cc1cc(NC(=O)C2CCCC2)n(-c2nc3c(cnn3-c3ccc(Cl)cc3)c(=O)[nH]2)n1 | 64
CC1c2cccc(O)c2C(O)=C2C(=O)[C@]3(O)C(O)=C(C(N)=O)C(=O)[C@@H](N(C)C)[C@@H]3C[C@@H]21 (some centres undefined) | 79
COc1cc(OC)c(NC(=O)Cn2nc3c(cc2=O)CCCC3)cc1Cl | 59
CC1CCN(C(=O)c2csc(Nc3ccc(OC(F)F)cc3)n2)CC1 | 62
N#C/C(=N/Nc1ccccc1Cl)S(=O)(=O)c1ccc(Cl)cc1 | 44

Grouped by structure, the compounds so far containing a COOH group
SMILES | RMI FANCM FP
O=C(O)CCC(CNS(=O)(=O)c1ccc(Cl)cc1)C(F)(F)F (centres undefined) | 61
O=C(O)CC1(CC(=O)Nc2cccc3nonc23)CCCCC1 | 53
C/C(=C/C(=O)O)C(=O)Nc1ccccc1F | 58
CC(=O)Nc1sc(C(C)=O)cc1C(=O)O | 54
O=C(CC(C(=O)O)N1CCNCC1)Nc1ccc2ccccc2c1 (centres undefined) | 58

Other compounds.
SMILES | RMI FANCM FP
CN1c2ccc([N+](=O)[O-])cc2SC1NC(=O)c1ccc(S(=O)(=O)N2CCc3ccccc32)cc1 (centres undefined) | 61
CCc1cccc(C)c1NC(=O)CSc1nnc(CCc2c(C)[nH]c(=O)[nH]c2=O)o1 | 63
CC(=O)c1cc2ccccc2oc1=O | 55
CCOC(=O)c1sc(NC(=O)c2ccc(OC)cc2OC)c(C#N)c1C | 61
Cn1c(-c2csc(-c3cccs3)n2)n[nH]c1=S | 58
COc1ccc(S(=O)(=O)NCC(c2ccc3c(c2)CCCN3C)N(C)C)cc1C (centres undefined) | 67

Sorted by value in RMI FANCM FP (lowest first): 5 from the list above.
SMILES | RMI FANCM FP
COc1cc(OC)c(NC(=O)Cn2nc3c(cc2=O)CCCC3)cc1Cl | 59
O=C(N=Nc1c(O)[nH]c2ccccc12)c1cccc(I)c1 | 62
N#CCCN1C(=O)CSC1=O | 63
Clc1ccc2nc(NCc3cccnc3)sc2c1 | 67
CC(C)CCN1C(=O)C(C)(C)COc2ccc(NS(=O)(=O)C3CCCCC3)cc21 | 81
